Abeta yeast res = qHTS for compounds that reverse cellular toxicity of Amyloid beta (A-beta) peptide in yeast: Primary Screen; yeast expressing A-beta42, growth rescue, OD600, 48 h; response scale: 0% DMSO, 100% iron-clioquinol control; AID 1347071, 2019; 0.063% of 410,000 active; Potency, µM (highest dose often 46.1 µM), for the others: at the top dose growth rescue, hits mostly activators; also: potency is read from the fitted curve at half-maximal effect; nearly all actives have a fitted effect of over 55% in size
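Growth rescue measured by 600 nm absorbance after 48 h yeast culture at 30 C with compound. Values normalized between DMSO and an equimolar ferric chloride plus clioquinol control.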
PLK1 PBD inh = qHTS for Inhibitors of PLK1-PDB (polo-like kinase 1 - polo-box domain): Primary Screen; 2.8% of 360,000 active; Plk1 PBD binding of FITC phosphopeptide, fluorescence polarization; AID 720504, 2013; Potency, µM, for inactives: max response, negative = inhibition, hits mostly inhibitors; also: potency is read from the fitted curve at half-maximal effect; series mostly up to about 57 µM; % is scaled to controls: 0 for no effect and ±100 for the full control effect; nearly all actives have a fitted effect of over 65% in size
Target sequence (P53350 whole entry, looked up, the tested form may be a part): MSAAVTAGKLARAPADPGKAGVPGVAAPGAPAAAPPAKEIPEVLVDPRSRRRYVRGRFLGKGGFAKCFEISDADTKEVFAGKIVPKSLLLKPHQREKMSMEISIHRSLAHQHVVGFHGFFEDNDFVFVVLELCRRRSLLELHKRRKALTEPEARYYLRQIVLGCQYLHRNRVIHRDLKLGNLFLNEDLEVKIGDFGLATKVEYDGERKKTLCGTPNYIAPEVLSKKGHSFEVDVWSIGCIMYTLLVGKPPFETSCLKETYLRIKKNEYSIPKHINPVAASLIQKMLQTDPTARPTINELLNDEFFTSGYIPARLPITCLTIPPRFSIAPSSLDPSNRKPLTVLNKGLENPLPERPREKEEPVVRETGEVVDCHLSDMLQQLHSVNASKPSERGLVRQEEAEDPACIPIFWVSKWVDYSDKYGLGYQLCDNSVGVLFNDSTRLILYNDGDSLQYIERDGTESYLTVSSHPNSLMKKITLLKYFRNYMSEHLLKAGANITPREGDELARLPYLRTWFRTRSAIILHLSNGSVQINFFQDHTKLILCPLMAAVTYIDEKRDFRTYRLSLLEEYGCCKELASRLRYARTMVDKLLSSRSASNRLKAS
PI5P4K alpha inh = qHTS for Inhibitors of phosphatidylinositol 5-phosphate 4-kinase (PI5P4K) | PI5P4Kalpha enzyme, ADP-Glo luminescence, 60 min; stronger effect = lower value | max response, % | AID 652105, 2013 | Phosphatidylinositol 5-phosphate 4-kinase type-2 alpha (Homo sapiens), P48426 | 1.2% of 330,000 active; active = max response of -50% or lower; inconclusive = between -30% and -50%; inactive = -30% or higher; also: value at the top dose of about 77 µM; % is scaled to controls: 0 for no effect and ±100 for the full control effect
Target sequence (P48426 whole entry, looked up): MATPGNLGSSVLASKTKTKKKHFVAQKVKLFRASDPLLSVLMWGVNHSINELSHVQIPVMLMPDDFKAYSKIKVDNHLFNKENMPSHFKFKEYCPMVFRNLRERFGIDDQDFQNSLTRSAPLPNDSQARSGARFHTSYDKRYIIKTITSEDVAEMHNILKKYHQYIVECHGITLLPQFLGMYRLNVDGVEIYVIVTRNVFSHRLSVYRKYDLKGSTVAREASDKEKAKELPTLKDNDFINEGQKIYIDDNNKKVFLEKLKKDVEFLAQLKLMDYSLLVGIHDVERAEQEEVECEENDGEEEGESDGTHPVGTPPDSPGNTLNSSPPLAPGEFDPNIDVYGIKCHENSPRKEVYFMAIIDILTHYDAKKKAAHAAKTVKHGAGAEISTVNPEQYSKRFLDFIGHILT
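PI5P4Kalpha ADP-Glo assay; 5 microM ATP final; 60 min RT reaction; HEPES pH 7.4/EGTA/CHAPS, 5% DMSO; controls lacking substrate or enzyme; luminescent end-point.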
FUS yeast rescue = qHTS for Suppressors of FUS Proteinopathy: Primary screen using FUS-linked yeast assay; S. cerevisiae FUS-expressing, growth rescue, OD600, 24 h; Potency, µM (doses to about 76.6 µM), for inactives: at the highest dose growth rescue (activation), most hits filed as activators; 0.24% of 390,000 active; AID 1347120, 2019;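 also: potency is read from the fitted curve at half-maximal effect; plate controls were DMSO vehicle for no effect and reference control for full effect; nearly all actives have a fitted effect of over 55% in size; some results filed as inactive show a strong effect at the top dose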
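Galactose (2%) drives FUS expression in yeast precultured in raffinose; seeding density OD 0.005. Test compounds incubated 24hr at 30C and 99% humidity before absorbance at 600 nm was measured.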
IL2 activator = qHTS of IL-2 Activators; IL-2 activation reporter assay, cell-based qHTS; stimulated with anti-CD3/CD4/CD28 beads; in transgenic mouse T cells; activation, % (series mostly up to about 46 µM); 0.065% of 360,000 active; in the data active = activation above about 50%; inconclusive = mostly about 30% to 49%; also: 0% is about no effect
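Readout is EGFP and DsRed signal by fluorescent plate cytometry after 18 h at 37 degrees C. Transgenic mouse T cells (750/well) received compound for 60 min before bead stimulation (anti-CD3, anti-CD4, anti-CD28); memory T cells served as non-tolerant control.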
EPAC1 antag = qHTS for Antagonist of cAMP-regulated guanine nucleotide exchange factor 3 (EPAC1): primary screen; Rap guanine nucleotide exchange factor 3 (Homo sapiens), O95398; EPAC1 GEF assay, Rap1b-BODIPY-GDP exchange fluorescence; 0.14% of 360,000 active; Potency, µM (titrated, usually from 115 µM), without a hit: top-dose activity change, negative = inhibition, usual class: inhibitors;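 also: potency is read from the fitted curve at half-maximal effect; plate controls were vehicle for no effect and positive control for full effect; nearly all actives have a fitted effect of over 50% in size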
aSyn yeast inh = qHTS of alpha-syn Inhibitors | Potency, µM (doses to about 46.1 µM), without a hit: at the highest dose growth rescue (activation), actives largely listed as activators | 0.14% of 370,000 active | Yeast expressing alpha-synuclein, growth rescue, BacTiter-Glo, 24 h | AID 652106, 2013; also: potency is read from the fitted curve at half-maximal effect; % of control where 0% means no effect; nearly all actives have a fitted effect of over 65% in size
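Rescue of yeast growth: cells expressing toxic alpha-synuclein, induced in galactose at OD600 0.02, incubated with compound 24 h at 30 C. ATP luminescence quantified growth; inhibitors of toxicity appear as activators.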
WRN inhibitor = qHTS for Inhibitors of WRN Helicase; Potency, µM (highest dose often 114 µM), inactives show top-dose activity change, negative = inhibition, hits mostly inhibitors; WRN helicase unwinding, fluorescent forked duplex, kinetic; Bifunctional 3'-5' exonuclease/ATP-dependent helicase WRN (Homo sapiens), Q14191; 0.46% of 360,000 active; also: potency is read from the fitted curve at half-maximal effect; % is scaled to controls: 0 for no effect and ±100 for the full control effect; nearly all actives have a fitted effect of over 55% in size
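WRN at 20 nM final was preincubated with compound for 15 min at room temperature; reaction started with 100 nM forked duplex oligonucleotide carrying fluorophore and quencher plus 2 mM ATP (final). Unwinding followed kinetically by red fluorescence (ex 525/em 598 nm).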
EPAC1 agonist = qHTS for Agonist of cAMP-regulated guanine nucleotide exchange factor 3 (EPAC1): primary screen; Rap guanine nucleotide exchange factor 3 (Homo sapiens), O95398; Potency, µM (series often up to 154 µM), for the others: top-dose activation, usual class: activators; 0.073% of 360,000 active; EPAC1 agonist qHTS, biochemical assay; response scale: 100% = response to 6.5 mM cAMP; also: potency is read from the fitted curve at half-maximal effect; nearly all actives have a fitted effect of over 60% in size
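Normalized to 6.5 mM cAMP, activity reflects EPAC1-catalysed release of BODIPY-GDP from Rap1B, followed kinetically over 30 min at 480 nm excitation, 540 nm emission. Reaction contained 100 nM EPAC1, 250 nM Rap1B-BODIPY-GDP, 50 uM GDP.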
An asterisk follows results filed as active; ? = inconclusive; nt = no result given; & = joins results of further samples; [ ] = remark or other dose. Unless noted, calls follow the shape of the dose curve; as a rule, active = well fitted curve in the direction sought with a large enough effect; inconclusive = small, poorly fitted or top-dose-only effect, or another doubt; inactive = no such curve, though single readings can be large; an effect the other way counts as inactive or inconclusive.

Values run as follows: Abeta yeast res	PLK1 PBD inh	PI5P4K alpha inh	FUS yeast rescue	IL2 activator	EPAC1 antag	aSyn yeast inh	WRN inhibitor	EPAC1 agonist
CCCC(C(=O)NCc1ccco1)N(C(=O)CNS(=O)(=O)c1ccccc1)c1ccc(OC)cc1 (stereo not drawn)
    12%	3%	0	26%	-2.0	-16%	0%	-7%[57.1 µM]	0%
Cn1cccc1CN1CCC[C@]2(N[C@H](c3ccccc3)[C@@H]3C(=O)N(Cc4ccccc4)C(=O)[C@@H]32)C1=O
    3%	-4%	-7	42%	-2.3	17%	-1%	1%	-2%
O=C(COc1ccc(S(=O)(=O)N2CCOCC2)cc1)NCC1CCCO1 (stereo not drawn)
    -4%	-2%	-3	nt	-2.7	-23%	-4%	?	-3%
Cc1ccc(C2CC(c3cccc(NS(C)(=O)=O)c3)=NN2S(C)(=O)=O)cc1 (stereo not drawn)
    -5%	9%	0	12%	-4.9	-10%	1%	10%	-6%
CC1CCN(C(=O)CCC(=O)Nc2nnc(C3CCCCC3)s2)CC1
    13%	-6%	5	19%	-2.6	7%	6%	2%	1%
OC(c1cccc(Cl)c1)c1nc(-c2ccc3c(c2)OCO3)cs1 (stereo not drawn)
    -37%	-7%	3	19%	-0.2	75%[activator]	?	-7%	-81%[inhibitor]
CCCCN(C)c1c(C)nc2ccc(C(=O)Nc3cc(-c4ccccc4)ccc3OC)cn12
    -86%[inhibitor]	-7%	4	?	-0.9	-22%	-45%[inhibitor]	-12%	-8%
CC1(C)C2CC=C(/C=N/NC(=S)NCCc3ccccc3)C1C2 (stereo not drawn)
    ?	-5%	-1	-1%	-0.7	-11%	-16%	4%	-1%
CC(=O)C1=C(C)NC(=O)NC1c1cccs1 (stereo not drawn)
    -14%	-18%	nt	14%	-0.6	5%	-9%	-1%	12%
CC1CCCCN1C(=O)Cn1cc(C=O)c2ccccc21 (stereo not drawn)
    36%	1%	2	nt	-0.8	-1%	-3%	-5%	-5%
CCOC(=O)N1CCN(C(=O)C2CCN(S(=O)(=O)N3CCC4(CC3)OCCO4)CC2)CC1
    3%	2%	0	8%	0.1	13%	5%	-1%	4%
Cc1ccc(C(=O)O)cc1NC(=O)Nc1cccc2ccccc12
    -15%	-7%	-2	12%	-3.6	15%	-1%	7%	2%
Cc1ccc(OCc2cc(C(=O)N3CCN(C4CCCCC4)CC3)no2)cc1C
    -7%	-8%	14	14%	-3.3	-18%	0%	-12%	12%
O=C(c1ccc(S(=O)(=O)N2CCOCC2)cc1)N1CCN=C1SCc1cccnc1
    5%	-4%	-3	15%	2.8	-6%	-2%	-1%	3%
COc1ccc(NC(=O)C2CCCN2c2nn3c(=O)cc(C)nc3s2)cc1 (stereo not drawn)
    -15%	-5%	0	22%	0.9	21%	0%	5%	-10%
C/C(=N\NC(=O)COc1ccc([N+](=O)[O-])cc1)C(C)(C)C
    1%	-11%	nt	11%	0.7	-9%	-6%	-2%	3%
CCC(C)N(C)C(=O)c1cc2ccccc2c(-c2ccccc2Cl)n1 (stereo not drawn)
    -3%	-7%	-3	8%	1.1	-3%	-4%&-5%	6%	7%
COc1ccccc1C(C)Nc1ccc(S(=O)(=O)N2CCN(C)CC2)cc1[N+](=O)[O-] (stereo not drawn)
    -6%	1%	2	15%	-0.8	-13%	8%	-5%	1%
CCOc1ccc(S(=O)(=O)N(CC(=O)NN=C2CCN(C)CC2)c2ccc(C)cc2)cc1
    1%	-7%	7	nt	-2.7	-19%	-6%	-25%	-4%
CSc1ccccc1C(=O)Nc1ccccc1C
    -4%	-8%	5	-8%	0.6	9%	-6%	-26%[57.1 µM]	6%

Looked up above:
OC(c1cccc(Cl)c1)c1nc(-c2ccc3c(c2)OCO3)cs1 (stereo not drawn) in FUS yeast rescue = 19%
COc1ccc(NC(=O)C2CCCN2c2nn3c(=O)cc(C)nc3s2)cc1 (stereo not drawn) in WRN inhibitor = 5%

(listing goes on)
Values run as follows: Abeta yeast res	PLK1 PBD inh	PI5P4K alpha inh	FUS yeast rescue	IL2 activator	EPAC1 antag	aSyn yeast inh	WRN inhibitor	EPAC1 agonist
O=C(CCCOc1ccccc1)Nc1ccc(S(=O)(=O)Nc2ccccn2)cc1
    -6%	-18%	-22	21%	-0.2	-6%	1%	-7%	7%
CCOC(=O)c1cnc2c(OC)cccc2c1Nc1ccc2c(c1)OCCO2
    -11%	6%	-5	22%	2.0	-1%	-8%	-3%	-13%
CC1=C(C#N)CCC(=O)N1Cc1ccc(C)cc1
    25%[9.22 µM]	0%	-5	-41%	-2.4	5%	1%	-8%	-1%
NNC(=O)CSc1nc(-c2ccccc2)nc2c1CCCC2
    6%	-12%	6	15%	1.0	-8%	4%	5%	7%
Cc1ccc(S(=O)(=O)CC(=O)Nc2nc3ccccc3s2)cc1
    -9%	-13%	-4	18%	-0.1	1%	11%	-9%	8%
CCOc1cc(OCC)cc(C(=O)N2CCC[C@@H]2C(=O)N2CCC[C@H]2C(=O)NCc2ccncc2)c1
    -4%	4%	-1	13%	0.3	-2%	4%	0%	3%
CC(C)CCNC(=O)c1c(CSc2ccccc2)noc1C(=O)NCc1ccccc1
    -17%	0%	12	2%	-0.2	-18%	-3%	1%	0%
CCOc1ccc(OCc2cccc(C(=O)N/N=C/c3cccnc3)c2)cc1
    -6%	4%	-4	18%	-2.3	3%	1%	7%	-9%
Nc1nn(-c2ccccc2)c(N)c1N=Nc1cccc(F)c1
    -22%	-9%	113	-10%	2.2	-2%	-19%	1%	2%
Cc1cc(NC(=O)CSc2nc3ccccc3c(=O)n2C2CCCC2)no1
    21%	-6%	-1	8%	-3.6	1%	-16%	12%	-21%
O=C(N/N=C/c1ccc(Cl)c([N+](=O)[O-])c1)c1cc(-c2ccc3c4c(cccc24)CC3)n[nH]1
    3%	-8%	-24	?	-2.8	-21%	0%	-8%	8%
COc1ccc(CNC(=O)c2noc3c2CCCC3)cc1
    4%	-1%	nt	31%	1.7	1%	5%	-1%	1%
Cn1c(NCCN2CCCC2)nc2cc(-c3ccccc3)sc2c1=O
    4%	1%	3	-10%	-0.4	-1%	1%	19%	3%
COc1ccccc1OCC(=O)NC1CCCCCC1
    2%	-3%	nt	0%	-0.1	-11%	10%	-12%	1%
Cc1cccc(OCC(=O)Nc2c3c(nn2C(C)(C)C)CS(=O)(=O)C3)c1
    7%	-3%	-3	-6%	0.1	-8%	3%	-6%	7%
COC(=O)c1ccc(-c2ncc(-c3cccc4ccccc34)o2)cc1
    -6%	3%	-4	0%	-1.7	6%	4%	3%	9%
CC1(C)OC(=O)C2=C(C[C@@H](C3CCCCC3)O[C@H]2c2ccc(Cl)cc2)O1
    4%	-7%	6	39%	-1.0	-14%	8%	-9%	2%
Cc1cccc(N(CC(=O)O)CC(=O)O)c1
    0%	4%	1	nt	-0.7	-7%	1%	-4%	4%
CCCCn1c(N)c(N(CCC(C)C)C(=O)COC(=O)c2ccc([N+](=O)[O-])s2)c(=O)[nH]c1=O
    9%	-4%	-4	35%	-0.8	-18%	10%	-6%	-20%
Nc1c(-c2ccc(Cl)cc2)cnc2c(-c3ccccc3)cnn12
    -8%	-8%	-5	18%	-2.6	-18%	-9%	11%	6%

Compound profiles (already shown). Screens in order: Abeta yeast res | PLK1 PBD inh | PI5P4K alpha inh | FUS yeast rescue | IL2 activator | EPAC1 antag | aSyn yeast inh | WRN inhibitor | EPAC1 agonist
Listed for `CCCCn1c(N)c(N(CCC(C)C)C(=O)COC(=O)c2ccc([N+](=O)[O-])s2)c(=O)[nH]c1=O` → 9% | -4% | -4 | 35% | -0.8 | -18% | 10% | -6% | -20%
Listed for `CC1CCCCN1C(=O)Cn1cc(C=O)c2ccccc21` (stereo not drawn) → 36% | 1% | 2 | nt | -0.8 | -1% | -3% | -5% | -5%
Listed for `Cc1ccc(C(=O)O)cc1NC(=O)Nc1cccc2ccccc12` → -15% | -7% | -2 | 12% | -3.6 | 15% | -1% | 7% | 2%
Listed for `COc1ccccc1C(C)Nc1ccc(S(=O)(=O)N2CCN(C)CC2)cc1[N+](=O)[O-]` (stereo not drawn) → -6% | 1% | 2 | 15% | -0.8 | -13% | 8% | -5% | 1%
Listed for `CC(=O)C1=C(C)NC(=O)NC1c1cccs1` (stereo not drawn) → -14% | -18% | nt | 14% | -0.6 | 5% | -9% | -1% | 12%

(more compounds)
Values run as follows: Abeta yeast res	PLK1 PBD inh	PI5P4K alpha inh	FUS yeast rescue	IL2 activator	EPAC1 antag	aSyn yeast inh	WRN inhibitor	EPAC1 agonist
Nc1cc(=O)[nH]c(SCCSc2ccccc2)n1
    7%	-1%	-1	-18%	0.9	-15%	-11%	6%	6%
CC(C)(C)NC(=O)c1oc2ccccc2c1COc1ccccc1
    10%	1%	4	7%	0.2	-11%	0%	-12%	11%
Cc1noc(C)c1S(=O)(=O)N(C)C[C@H]1Oc2c(NS(=O)(=O)c3cn(C)cn3)cccc2C(=O)N([C@H](C)CO)C[C@@H]1C
    8%	-10%	7	11%	0.9	-3%	0%	-12%	-2%
Cc1nnc(NCCN2CCOCC2)[nH]c1=O
    10%	-13%	3	15%	-1.1	-7%	0%	2%	5%
